LEDGF integ inh = blocks HIV-1 LEDGF/p75-dependent DNA integration | inhibition, % at 3.7 µM | TR-FRET IN-LEDGF/p75 DNA integration, Eu/Cy5 | 370,000 tested, 0.64% active | AID 743269;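 active = inhibition above the screen-wide mean plus 3 SD, cut at about 13% in these data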;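 also: signal is the Cy5 over europium emission ratio at 671 and 618 nm; 0% = plate median of compound wells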
HTRA1 inh = HTRA1 (human) protease inhibition; Q92743; recombinant HTRA1, FP-rhodamine activity-based probe, fluorescence polarization; inhibition, % at 5.96 µM; 340,000 tested, 0.5% active; AID 504803; in the data active = inhibition above about 36%;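 also: 0% = enzyme with DMSO and 100% = wells lacking enzyme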
mABHD4 FP = inhibits mouse alpha/beta hydrolase domain 4; 370,000 tested, 0.54% active; Q8VD66; AID 720543; inhibition, % at 8.92 µM; purified mABHD4, FP-Rh probe fluorescence polarization;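 active = inhibition exceeding the mean over every tested compound plus 3 SD, cut at about 30% in these data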;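 also: 0% = plate median of compound wells and 100% = S159A mutant with DMSO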
Target sequence (Q8VD66 whole entry, looked up, the tested form may be a part): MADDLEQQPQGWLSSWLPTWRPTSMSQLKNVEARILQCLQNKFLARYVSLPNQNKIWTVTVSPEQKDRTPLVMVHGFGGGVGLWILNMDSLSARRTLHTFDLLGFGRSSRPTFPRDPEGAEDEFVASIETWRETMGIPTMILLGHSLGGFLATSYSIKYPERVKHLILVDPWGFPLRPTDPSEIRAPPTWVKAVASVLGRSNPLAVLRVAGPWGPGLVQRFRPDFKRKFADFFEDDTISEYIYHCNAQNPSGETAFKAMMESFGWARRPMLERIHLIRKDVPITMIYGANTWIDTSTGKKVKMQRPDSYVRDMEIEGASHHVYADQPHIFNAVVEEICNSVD
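Assay system: mABHD4 protein; medium: HEPES pH 7.0, NaCl, Pluronic buffer; dosing: 8.92 µM, single dose; schedule: 45 min + 60 min at 25 °C; signal: FP readout, ex 525 nm / em 598 nm; read-out: normalized percent inhibition of probe labeling; repeats: single replicate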
PRMT1 FP inh = blocks human protein arginine methyltransferase 1; Q99873; recombinant PRMT1, activity-based probe fluorescence polarization; inhibition, % at 2.79 µM; 370,000 tested, 1.3% active;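 active = inhibition above about 21% made by adding two undisclosed values, limit read from the data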
MBD2 DNA inh = inhibitors of human MBD2 binding to methylated oligonucleotide. Q9UBB5. TR-FRET. inhibition, % at 4.4 µM. 370,000 tested, 0.31% active; in the data active = inhibition above about 13%
Target sequence (Q9UBB5 whole entry, looked up): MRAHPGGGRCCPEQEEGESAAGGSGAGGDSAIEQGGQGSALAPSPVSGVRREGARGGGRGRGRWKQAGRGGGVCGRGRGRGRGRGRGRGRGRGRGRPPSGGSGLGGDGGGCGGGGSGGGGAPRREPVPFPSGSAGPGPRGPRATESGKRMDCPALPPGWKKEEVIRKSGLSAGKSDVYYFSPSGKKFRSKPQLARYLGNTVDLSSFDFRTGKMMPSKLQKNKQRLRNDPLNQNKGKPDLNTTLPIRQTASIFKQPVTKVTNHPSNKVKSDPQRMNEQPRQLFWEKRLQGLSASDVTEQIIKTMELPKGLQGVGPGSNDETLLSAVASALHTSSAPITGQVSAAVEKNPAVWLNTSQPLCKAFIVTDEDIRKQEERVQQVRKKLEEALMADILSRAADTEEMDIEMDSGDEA
UHRF1 MBD2 ctr = UHRF1 methyl-DNA binding inhibition; UHRF1 binding to methylated oligo, TR-FRET; AID 687016; inhibition, % at 4.4 µM; 370,000 tested, 0.75% active; in the data active = inhibition above about 21%;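 also: UHRF1 SRA domain binding a hemimethylated CpG hairpin DNA probe; 0% = median of test compound wells and 100% = reference inhibitor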
NR1D1 modulator = modulates human Rev-erb alpha binding to DNA | P20393 | Rev-erbα–FITC-DNA binding, fluorescence polarization, 90 min | activity, % at 10 µM | 370,000 tested, 0.79% active;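 active = activity above about 14%, limit read from the data; passing the limit was not always enough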;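 also: 0% = DMSO wells with 35 nM protein and 100% = DMSO wells with 750 nM protein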
PG9 Ab binder = PG9 antibody binding by small molecule; TR-FRET gp120-PG9 antibody binding; inhibition, % at 6.7 µM; 360,000 tested, 0.43% active; AID 624416; in the data active = inhibition above about 8.5%
rCAG binder = molecules binding r(CAG) RNA repeats | r(CAG) RNA repeat, TO-PRO-1 dye displacement fluorescence | inhibition, % at 3 µM | 370,000 tested, 1.3% active;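 active = inhibition above the plate cutoff, the mean of all test compounds on that plate plus 3 SD, cut at about 35% in these data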;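 also: 0% = DMSO alone and 100% = 100 µM mitoxantrone as full dye displacement; higher means more dye released from RNA so lower well fluorescence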
TCR-CD3 inh = human TCR-CD3 binding inhibition | TAMRA-labeled TCR probe fluorescence, biochemical | inhibition, % at 9.4 µM | 360,000 tested, 0.37% active | AID 651800; in the data active = inhibition above about 19%;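 also: recombinant mutant TCR 2C K166C tagged with TAMRA read by polarization; 0% = receptor in buffer alone and 100% = receptor with positive control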
Numbers without * were called inactive. This is a subset, so the mix of outcomes need not match the whole.

What do the screens show for `CCCC(=O)NC(Nc1c(C)n(C)n(-c2ccccc2)c1=O)C(Cl)(Cl)Cl` (stereo not given)?
LEDGF integ inh: 2; HTRA1 inh: 4; mABHD4 FP: 10; PRMT1 FP inh: -1; MBD2 DNA inh: -3; UHRF1 MBD2 ctr: 16; NR1D1 modulator: 9; PG9 Ab binder: -1.3; rCAG binder: -1; TCR-CD3 inh: 6

What do the screens show for `O=C(c1cc(COc2ccc(F)cc2F)on1)N1CCN(C(=O)c2ccco2)CC1`?
LEDGF integ inh: -1; HTRA1 inh: -5; mABHD4 FP: -1; PRMT1 FP inh: 6; MBD2 DNA inh: 2; UHRF1 MBD2 ctr: 0; NR1D1 modulator: 5; PG9 Ab binder: -0.3; rCAG binder: -4; TCR-CD3 inh: -11

How did O=C(CSc1nc(C2CCCCC2)nc2ccccc12)NCc1ccc2c(c1)OCO2 do in these assays?
LEDGF integ inh: -2; HTRA1 inh: -7; mABHD4 FP: -10; PRMT1 FP inh: 4; MBD2 DNA inh: 7; UHRF1 MBD2 ctr: 4; NR1D1 modulator: 20*; PG9 Ab binder: 0.2; rCAG binder: -5; TCR-CD3 inh: -4

How did CC1Cc2nc(SCC(=O)N3CCc4ccccc43)n(C)c(=O)c2S1 (stereo not given) do in these assays?
LEDGF integ inh: 0; HTRA1 inh: -9; mABHD4 FP: 6; PRMT1 FP inh: 2; MBD2 DNA inh: -2; UHRF1 MBD2 ctr: -1; NR1D1 modulator: 1; PG9 Ab binder: -2.8; rCAG binder: 3; TCR-CD3 inh: 1

How did Cc1cc(C)c(OCC(=O)N(Cc2ccc(N(C)C)cc2)C2CCS(=O)(=O)C2)c(C)c1 (stereo not given) do in these assays?
LEDGF integ inh: -3; HTRA1 inh: 0; mABHD4 FP: -5; PRMT1 FP inh: -2; MBD2 DNA inh: -4; UHRF1 MBD2 ctr: -4; NR1D1 modulator: 0; PG9 Ab binder: -2.5; rCAG binder: -8; TCR-CD3 inh: -7

What do the screens show for `O=C(Nc1nnc(-c2cccs2)o1)c1cc(-c2ccccc2)nc2ccccc12`?
LEDGF integ inh: 5; HTRA1 inh: 26; mABHD4 FP: -19; PRMT1 FP inh: -3; MBD2 DNA inh: -2; UHRF1 MBD2 ctr: -2; NR1D1 modulator: 0; PG9 Ab binder: -1.3; rCAG binder: 44*; TCR-CD3 inh: -6

What do the screens show for `CC(=O)c1cc(C#N)c(SCc2ccccn2)nc1C`?
LEDGF integ inh: 1; mABHD4 FP: -1; PRMT1 FP inh: -1; MBD2 DNA inh: -2; UHRF1 MBD2 ctr: 2; NR1D1 modulator: 0; PG9 Ab binder: -2.8; rCAG binder: -1; TCR-CD3 inh: 7

Results for CCc1cccc2c(SCC(=O)NCC3CCCO3)nc(-c3ccc(F)cc3)nc12 (stereo not given) ?
LEDGF integ inh: 0; HTRA1 inh: 0; mABHD4 FP: 7; PRMT1 FP inh: -2; MBD2 DNA inh: 1; UHRF1 MBD2 ctr: 2; NR1D1 modulator: -2; PG9 Ab binder: -4.1; rCAG binder: -2; TCR-CD3 inh: 3

How did COc1cc(/C=C2\N=C(c3ccccc3)OC2=O)ccc1OCc1c(C)no[n+]1[O-] do in these assays?
LEDGF integ inh: 4; HTRA1 inh: 4; mABHD4 FP: 4; PRMT1 FP inh: -1; MBD2 DNA inh: 2; UHRF1 MBD2 ctr: 2; NR1D1 modulator: 4; PG9 Ab binder: -2.3; rCAG binder: 9; TCR-CD3 inh: 5

What do the screens show for `COc1ccc(CCN(C)Cc2nc(-c3cnccn3)no2)cc1OC`?
LEDGF integ inh: -6; HTRA1 inh: 6; mABHD4 FP: 0; PRMT1 FP inh: 3; MBD2 DNA inh: 1; UHRF1 MBD2 ctr: 4; NR1D1 modulator: 1; PG9 Ab binder: 1.9; rCAG binder: -8; TCR-CD3 inh: -10

Results for CC(C)Cn1c(CN(Cc2ccccc2)Cc2ccccc2)nc2c1c(=O)n(C)c(=O)n2C ?
LEDGF integ inh: 5; HTRA1 inh: -24; mABHD4 FP: -12; PRMT1 FP inh: 2; MBD2 DNA inh: 5; UHRF1 MBD2 ctr: 6; NR1D1 modulator: 43*; PG9 Ab binder: 1.1; rCAG binder: 3; TCR-CD3 inh: -13

How did O=C(CCCn1c(=O)[nH]c2cc(Cl)ccc2c1=O)NC1CCCCCC1 do in these assays?
LEDGF integ inh: 2; HTRA1 inh: -8; mABHD4 FP: -4; PRMT1 FP inh: 0; MBD2 DNA inh: -6; UHRF1 MBD2 ctr: 1; NR1D1 modulator: 5; PG9 Ab binder: 4.6; rCAG binder: -1; TCR-CD3 inh: -4

What do the screens show for `COc1ccc(S(=O)(=O)N2CCN(C(=O)C3CC3)CC2)cc1`?
LEDGF integ inh: 0; HTRA1 inh: 5; mABHD4 FP: 2; PRMT1 FP inh: 1; MBD2 DNA inh: 1; UHRF1 MBD2 ctr: 2; NR1D1 modulator: -3; PG9 Ab binder: -4.1; rCAG binder: -1; TCR-CD3 inh: -2

What do the screens show for `O=C(Nc1nnc(SCC(=O)N2CCCc3ccccc32)s1)c1ccccc1`?
LEDGF integ inh: -1; HTRA1 inh: -7; mABHD4 FP: 1; PRMT1 FP inh: 0; MBD2 DNA inh: -1; UHRF1 MBD2 ctr: 3; NR1D1 modulator: 4; PG9 Ab binder: -1.4; rCAG binder: 9; TCR-CD3 inh: 2

How did O=C(NC1C2CC3CC(C2)CC1C3)c1ccc(N2CCNCC2)c([N+](=O)[O-])c1 (stereo not given) do in these assays?
LEDGF integ inh: -2; HTRA1 inh: 0; mABHD4 FP: -1; PRMT1 FP inh: -3; MBD2 DNA inh: 2; UHRF1 MBD2 ctr: 0; NR1D1 modulator: 0; PG9 Ab binder: 1.5; rCAG binder: 6; TCR-CD3 inh: 9

How did COc1ccc(C(=O)COC(=O)c2ccc(NC(C)=O)cc2)cc1[N+](=O)[O-] do in these assays?
LEDGF integ inh: -1; HTRA1 inh: 5; mABHD4 FP: 5; PRMT1 FP inh: 2; MBD2 DNA inh: -6; UHRF1 MBD2 ctr: -2; NR1D1 modulator: 4; PG9 Ab binder: -0.9; rCAG binder: 6; TCR-CD3 inh: 7

What do the screens show for `CC(=O)NC1=NN(C(C)=O)C(C)(c2cccnc2)S1` (stereo not given)?
LEDGF integ inh: 0; HTRA1 inh: 4; mABHD4 FP: 2; PRMT1 FP inh: 6; MBD2 DNA inh: 0; UHRF1 MBD2 ctr: 3; NR1D1 modulator: 1; PG9 Ab binder: 0.2; rCAG binder: -2; TCR-CD3 inh: -3

Results for COc1ccccc1NC(CC(=O)c1ccccc1)C(=O)OCC(=O)c1ccc(F)cc1 (stereo not given) ?
LEDGF integ inh: -2; HTRA1 inh: -11; mABHD4 FP: 5; PRMT1 FP inh: 35*; MBD2 DNA inh: -1; UHRF1 MBD2 ctr: 2; NR1D1 modulator: -2; PG9 Ab binder: 2.3; rCAG binder: 7; TCR-CD3 inh: 0

What do the screens show for `CCC(=O)Nc1cc(C(=O)OCC(=O)c2ccc(Cl)cc2Cl)ccc1C`?
LEDGF integ inh: 6; HTRA1 inh: -2; mABHD4 FP: -2; PRMT1 FP inh: -1; MBD2 DNA inh: -3; UHRF1 MBD2 ctr: 3; NR1D1 modulator: 1; PG9 Ab binder: -1.4; rCAG binder: 0; TCR-CD3 inh: 3

Results for CC(C)CC(NC(=O)C1CCC(C)CC1)C(=O)Nc1ccccn1 (stereo not given) ?
LEDGF integ inh: -2; HTRA1 inh: -1; mABHD4 FP: 4; PRMT1 FP inh: -1; MBD2 DNA inh: 3; UHRF1 MBD2 ctr: -1; NR1D1 modulator: -6; PG9 Ab binder: -0.1; rCAG binder: -7; TCR-CD3 inh: -2

How did Cc1ccc(NS(=O)(=O)c2ccc(CCC(=O)NC3CC3)cc2)cc1 do in these assays?
LEDGF integ inh: -3; HTRA1 inh: -1; mABHD4 FP: 6; PRMT1 FP inh: -4; MBD2 DNA inh: 0; UHRF1 MBD2 ctr: 2; NR1D1 modulator: -3; PG9 Ab binder: 0.4; rCAG binder: 11; TCR-CD3 inh: 4

What do the screens show for `Cc1nonc1CN(C)C(=O)c1ccc(OC2CCN(C(=O)c3cccnc3)CC2)cc1`?
LEDGF integ inh: 5; HTRA1 inh: 9; mABHD4 FP: -6; PRMT1 FP inh: -6; MBD2 DNA inh: -5; UHRF1 MBD2 ctr: 2; NR1D1 modulator: -3; PG9 Ab binder: -1.9; rCAG binder: -4; TCR-CD3 inh: 2

What do the screens show for `CCOCCOC(=O)c1[nH]c2c(c1C)C(=O)CC(c1cc(OC)c(OC)c(OC)c1)C2` (stereo not given)?
LEDGF integ inh: 3; HTRA1 inh: 5; mABHD4 FP: 1; PRMT1 FP inh: -4; MBD2 DNA inh: 1; UHRF1 MBD2 ctr: -3; NR1D1 modulator: 0; PG9 Ab binder: -0.8; rCAG binder: -8; TCR-CD3 inh: 6

Results for COc1cccc2c1OC[C@@H](CO)[C@H]2N(C)C(=O)Nc1ccc(Cl)cc1 ?
LEDGF integ inh: -3; HTRA1 inh: -9; mABHD4 FP: -4; PRMT1 FP inh: 6; MBD2 DNA inh: 0; UHRF1 MBD2 ctr: 1; NR1D1 modulator: -3; PG9 Ab binder: -0.7; rCAG binder: 2; TCR-CD3 inh: 1

Results for CC(C)[C@@H](C(=O)N[C@@H](CCc1ccc(O)cc1)C(=O)O)N(C)C(=O)[C@H](CO)NC(=O)[C@@H](O)[C@H](N)CCCCCCCCl ?
LEDGF integ inh: -5; mABHD4 FP: 1; PRMT1 FP inh: -2; MBD2 DNA inh: 1; UHRF1 MBD2 ctr: 1; NR1D1 modulator: -2; PG9 Ab binder: 0.0; rCAG binder: -2; TCR-CD3 inh: -6

Results for O=C(CN1C(=O)/C(=C/c2ccccc2)Sc2ccccc21)NCCCN1CCOCC1 ?
LEDGF integ inh: 2; HTRA1 inh: 2; mABHD4 FP: 2; PRMT1 FP inh: -2; MBD2 DNA inh: -3; UHRF1 MBD2 ctr: 0; NR1D1 modulator: 0; PG9 Ab binder: 0.2; rCAG binder: -1; TCR-CD3 inh: 8

Bioassay records deposited in PubChem by several laboratories.
